# Compound activity: PubChem, several laboratories
# ABHD5 PLIN5 PPI = ABHD5-PLIN5 interaction inhibitors, primary screen, cell lysate, split luciferase complementation, luminescence | Perilipin-5 (Homo sapiens) + 1-acylglycerol-3-phosphate O-acyltransferase ABHD5 (Homo … | Split G. princeps luciferase complementation, 4 h | inhibition, % at 4 µM | actives 0.78% (n = 360,000) | AID 602281, 2012;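 active = inhibition above the mean inhibition across every tested compound plus 3 SD, cut at about 22% in these data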;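 note: 0% = DMSO only wells and the 100% control is not disclosed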
# MC4R antag cAMP = MC4R antagonists of cAMP signaling, primary screen, cell-based, TR-FRET, antagonist arm of biased-ligand search | Melanocortin receptor 4 (Homo sapiens), P32245 | MC4R-expressing cells, MTII-stimulated cAMP, LANCE TR-FRET | inhibition, % at 6.5 µM | actives 0.48% (n = 360,000) | AID 540295, 2011;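 active = inhibition above its plate's cutoff, the mean of tested wells on that plate plus 3 SD, cut at about 29% in these data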;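 note: 0% = Melanotan II alone and 100% = Melanotan II plus saturating MCL0020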
#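 System – human MC4R-expressing U2OS cells · Also added – Melanotan II · Dosing – one concentration, 6.5 µM nominal · Timing – 30-min compound, 1-h challenge, 1-h detection, room temperature · Measured by – Eu-cAMP/anti-cAMP TR-FRET, emission 671 nm · Replicates – singlicate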
# LMP1 NFkB inh = EBV LMP1-driven NF-kappaB luciferase reporter inhibitors, primary screen, cell-based, luminescence, single point | LMP1-induced NF-kappaB luciferase reporter cells | inhibition, % at 12.5 µM | actives 0.69% (n = 350,000) | AID 504558, 2011; in the data active = inhibition above about 41%;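 note: 0% = neutral control wells and 100% = reference inhibitor control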
# NCOA3 inh = SRC3 coactivator transcriptional activity inhibitors, primary screen, cell-based, luminescence; HEK293 GAL4-SRC3 luciferase reporter; inhibition, % at 3.6 µM; AID 588352, 2011; actives 0.17% (n = 360,000);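 active = inhibition above a per-campaign cutoff, the mean of all compounds plus 3 SD, cut at about 60% in these data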;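 note: 0% = DMSO-treated cells and 100% = gossypol-treated cells at 36 µM; higher means less SRC3-driven luciferase light from the GAL4 reporter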
# MC4R ag barr = MC4R agonists recruiting beta-arrestin, primary screen, cell-based, luminescence, agonist arm of biased-ligand search; activation, % at 8.9 µM; U2OS MC4R beta-arrestin complementation; percent of melanotan II response, DMSO zero; actives 0.98% (n = 360,000); Melanocortin receptor 4 (Homo sapiens), P32245;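 active = activation above a per-plate cutoff, the mean activation of sample wells on that plate plus 3 SD, cut at about 8% in these data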
# NCOA1 inh = SRC1 coactivator transcriptional activity inhibitors, primary screen, cell-based, luminescence. Nuclear receptor coactivator 1 (Homo sapiens), Q15788. AID 588354, 2011. actives 0.12% (n = 360,000). inhibition, % at 3.6 µM. HEK293 GAL4-SRC1 luciferase reporter;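 active = inhibition above the campaign mean plus 3 SD, with each screening campaign given its own cutoff, cut at about 60% in these data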;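 note: 0% = DMSO treated cells and 100% = gossypol at 36 µM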
# NR2F2 inh = NR2F2 transcriptional activity inhibitors, primary screen, cell-based, luciferase reporter, HEK293T, luminescence. COUP transcription factor 2 (Homo sapiens), P24468. HEK293T NGFI-A luciferase reporter. inhibition, % at 8.6 µM. actives 0.7% (n = 370,000);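 active = inhibition above a per-plate cutoff, mean inhibition of test wells between control levels plus 3 SD, cut at about 38% in these data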;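 note: cells cotransfected with COUP-TFII expression vector driving the NGFI-A reporter; 0% = median of COUP-TF2 test wells and 100% = reporter-only cells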
# TLR9-MyD88 block = inhibitors of TLR9-MyD88 association in cells, primary screen, cell-based, CHO, BLA complementation, fluorescence; CCF4 FRET ratio; inhibition, % at 4.98 µM; actives 0.21% (n = 340,000); AID 504734, 2011;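 active = inhibition above the mean over all tested compounds plus 3 SD, cut at about 21% in these data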;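 note: 0% = DMSO only wells and 100% = clavulanate BLA inhibitor control wells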
# NCOA2 inhibitor = inhibition of GAL4-SRC2 driven luciferase reporter, primary screen, SRC2 inhibitor project, cell-based, luminescence. Nuclear receptor coactivator 2 (Homo sapiens), Q15596. HEK293 GAL4-SRC2 luciferase reporter. inhibition, % at 9 µM. actives 0.17% (n = 370,000);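 active = inhibition above the mean inhibition of all tested compounds plus 3 SD, set per campaign, cut at about 52% in these data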;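 note: 0% = DMSO treated cells and 100% = cells given Gossypol at 36 µM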
# Target sequence (Q15596 whole entry, looked up, the tested form may be a part): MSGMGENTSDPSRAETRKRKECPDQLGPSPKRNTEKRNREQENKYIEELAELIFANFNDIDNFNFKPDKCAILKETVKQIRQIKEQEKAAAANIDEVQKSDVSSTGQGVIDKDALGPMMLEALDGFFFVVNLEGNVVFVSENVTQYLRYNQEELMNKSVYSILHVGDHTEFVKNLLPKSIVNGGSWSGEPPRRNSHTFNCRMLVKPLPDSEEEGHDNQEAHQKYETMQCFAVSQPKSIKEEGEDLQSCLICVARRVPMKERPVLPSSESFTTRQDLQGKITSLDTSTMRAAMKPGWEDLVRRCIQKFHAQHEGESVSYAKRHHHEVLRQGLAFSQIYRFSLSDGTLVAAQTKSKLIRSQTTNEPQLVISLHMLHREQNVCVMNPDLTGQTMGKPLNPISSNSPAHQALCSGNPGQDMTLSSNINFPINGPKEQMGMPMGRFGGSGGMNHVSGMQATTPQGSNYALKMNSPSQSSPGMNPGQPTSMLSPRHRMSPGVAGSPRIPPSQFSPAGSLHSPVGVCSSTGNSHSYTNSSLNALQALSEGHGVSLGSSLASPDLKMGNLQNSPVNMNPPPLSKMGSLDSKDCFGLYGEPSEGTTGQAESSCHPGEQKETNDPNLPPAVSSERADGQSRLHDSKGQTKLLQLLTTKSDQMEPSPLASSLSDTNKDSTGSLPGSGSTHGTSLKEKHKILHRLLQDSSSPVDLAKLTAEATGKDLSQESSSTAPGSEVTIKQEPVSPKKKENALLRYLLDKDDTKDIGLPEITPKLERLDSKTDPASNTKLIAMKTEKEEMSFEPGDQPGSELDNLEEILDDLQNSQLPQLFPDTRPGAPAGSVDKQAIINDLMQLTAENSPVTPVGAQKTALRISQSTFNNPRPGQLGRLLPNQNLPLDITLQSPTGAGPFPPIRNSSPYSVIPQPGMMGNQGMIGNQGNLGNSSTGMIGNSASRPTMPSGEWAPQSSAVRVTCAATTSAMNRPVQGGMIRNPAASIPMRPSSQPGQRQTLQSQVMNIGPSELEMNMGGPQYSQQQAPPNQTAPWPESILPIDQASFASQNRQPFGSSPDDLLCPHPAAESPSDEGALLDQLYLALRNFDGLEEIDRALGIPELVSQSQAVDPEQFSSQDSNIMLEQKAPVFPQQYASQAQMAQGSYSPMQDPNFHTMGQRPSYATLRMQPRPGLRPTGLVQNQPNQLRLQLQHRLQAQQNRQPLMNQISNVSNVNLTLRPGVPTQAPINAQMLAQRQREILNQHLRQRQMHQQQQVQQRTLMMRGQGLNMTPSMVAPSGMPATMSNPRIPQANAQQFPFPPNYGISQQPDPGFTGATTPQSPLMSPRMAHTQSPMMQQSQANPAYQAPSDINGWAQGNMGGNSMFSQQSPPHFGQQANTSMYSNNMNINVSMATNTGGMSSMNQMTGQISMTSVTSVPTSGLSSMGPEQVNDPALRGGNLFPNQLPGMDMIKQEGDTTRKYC
# NR5A2 inv ag = LRH-1 (NR5A2) inverse agonists, primary screen, cell-based, luminescence, HEK293T, StAR-luciferase reporter | actives 0.13% (n = 360,000) | AID 602396, 2012 | inhibition, % at 3.6 µM | LRH-1 transfected, 24 h | Nuclear receptor subfamily 5 group A member 2 (Homo sapiens), O00482;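 active = inhibition above the mean inhibition of all tested compounds plus 3 SD, cut at about 73% in these data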;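 note: 0% = DMSO wells and 100% = reporter-only cells lacking LRH-1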
# NOD2 RIPK2 PPI = NOD2-RIPK2 binding disruptors in cells, primary screen, fluorescence, CHO cells, BLA complementation. inhibition, % at 4.98 µM. Receptor-interacting serine/threonine-protein kinase 2 (Homo sapiens), O43353. CCF4 ratio. actives 0.38% (n = 360,000); in the data active = inhibition above about 21%;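 note: 0% = vehicle only and 100% = reference blocker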
# * = called active by the depositor; / = no result given.
SMILES,ABHD5 PLIN5 PPI,MC4R antag cAMP,LMP1 NFkB inh,NCOA3 inh,MC4R ag barr,NCOA1 inh,NR2F2 inh,TLR9-MyD88 block,NCOA2 inhibitor,NR5A2 inv ag,NOD2 RIPK2 PPI
CCCN(CC1CC1)C(=O)COC(=O)c1oc2c(F)cccc2c1C,5,-6,1,2,-1.5,9,10,-2,15,7,-4
COC(=O)Cn1c2ccc(OC)cc2c2nc(C)sc21,-48,-1,8,26,-0.7,-3,-2,-4,-36,-17,6
CCN1C(=O)[C@H]2[C@@H](c3ccc(C)cc3)N[C@]3(CCCN(CCC(C)C)C3=O)[C@H]2C1=O,-2,-3,3,10,-0.1,3,0,-5,-20,20,-1
CN(C(=O)CSc1nncc2ccccc12)c1ccccc1,2,0,/,1,-0.9,-6,4,/,-28,-19,-11
COc1ccc(-n2c(Cc3cccn3C)nnc2SCC(=O)NCc2ccccc2Cl)cc1,8,9,-1,-8,-2.0,-12,7,-12,-35,-14,-1
Cc1cccc(Nc2nc3ccccc3n3nnnc23)c1,-5,-5,7,-3,3.1,-4,-3,-5,-12,0,1
O=C(C1=C[C@H](C2CCCCC2)C[C@H](OCCCCO)O1)N1CCN(Cc2ccccc2)CC1,9,14,-5,-5,0.6,-16,4,-3,5,-18,9
CCOc1ccc(/C=C2\SC(=S)N(C(C(=O)O)c3ccccc3)C2=O)cc1OC (configuration not stated),2,25,1,12,-0.8,5,-23,-7,-17,-10,-2
CN(C(=O)CSc1nc2ccccc2o1)C1CCS(=O)(=O)C1 (configuration not stated),1,6,-7,-30,-0.9,-25,15,5,-16,-32,0
COc1ccccc1CNC(=O)C(C)n1nc(C)c2c(C)n(-c3ccccc3)nc2c1=O (configuration not stated),15,13,-6,-12,-3.2,0,30,-6,-14,2,1
COc1cc(C2CC(=O)NC3=C2C(=O)CC(C)(C)C3)cc(OC)c1O (configuration not stated),11,5,1,10,0.3,3,5,-7,-5,10,-6
O=C(NC1CCCCC1)c1cc2ccccc2cc1O,-4,-1,-11,-11,1.2,-20,-11,3,-21,-30,8
CCCCc1nc2cc(C(=O)N3CCCCC3CCO)ccc2o1 (configuration not stated),1,16,-2,-18,-1.6,-30,-10,-5,-32,-16,-6
CCN(CCCNC(=O)CN1C(=O)COc2ccccc21)c1cccc(C)c1,-8,1,-2,-4,0.4,5,11,5,-28,-19,-2
Cc1ccccc1OCC(=O)OCC(=O)c1ccc(-c2ccccc2)cc1,4,4,4,23,0.5,-9,-10,-8,-1,-1,-10
CCn1ccc(C(=O)Nc2c(C)nn(Cc3c(F)c(F)c(F)c(F)c3F)c2C)n1,-1,2,-4,-2,-1.6,0,3,-4,14,7,-7
O=[N+]([O-])c1ccc(Oc2cccc(Br)c2)c2ccncc12,-5,-2,3,24,-0.3,-1,5,1,-7,-1,-5
N#C/C(C(=O)N1CCCCC1)=C1/N=C(NC(=O)c2ccc(F)cc2)c2ccccc21,-3,11,-22,-15,-0.1,-14,-10,2,-1,-23,6
Fc1ccccc1NC(=S)N1CCN(C/C=C/c2ccccc2)CC1,0,0,7,10,0.0,-22,-10,0,-18,5,-2
O=C(CSCc1ccccc1)N1CCN(c2cccc(C(F)(F)F)c2)CC1,-13,0,8,2,2.2,-8,7,-6,14,9,12
C=C1CCN([C@H](C(=O)Nc2ccc(OC)cc2)C(C)C)S(=O)(=O)c2ccccc21,-4,0,-3,1,-1.7,-1,5,-7,4,10,-6
O=C(c1cc2nc(-c3ccccc3)cc(-c3ccccc3)n2n1)N1CCCC1,1,12,15,-14,-3.0,0,-1,-16,0,-16,2
COc1cc(NC(=O)CN(c2cc(C)cc(C)c2)S(=O)(=O)c2c(C)[nH]c(=O)[nH]c2=O)cc(OC)c1,4,10,3,-6,0.5,15,-19,2,-10,-13,2
O=C(COC(=O)/C=C/c1ccc(Cl)cc1)NCc1cccs1,-10,6,-4,5,2.5,-17,3,7,1,0,4
CC(=O)c1cccc(NC(=O)c2cnn(-c3ccccc3)c2C)c1,-9,7,-11,-58,1.5,-63,-3,-3,-20,-99,12
O=C(NC(=S)NC1CCS(=O)(=O)C1)c1ccccc1Br (configuration not stated),-3,2,2,-1,-3.2,-1,3,-2,5,-3,-7
COc1cccc(NC(=O)CN2CCc3ccccc3C2)c1,2,0,2,-23,-0.2,-31,-2,8,-16,-18,0
O=C(CN(c1ccc(F)cc1)S(=O)(=O)c1ccccc1)Nc1ccccc1C(=O)O,0,7,0,10,-1.1,14,-4,1,-37,12,5
C=CCNc1nc(NCc2ccco2)nc(OCC)n1,-4,4,-5,-21,0.4,-5,1,1,-8,19,1
CON(C)c1nc(Oc2ccc(=O)[nH]n2)nc(N(C)C)n1,-1,-11,-7,1,-0.6,1,2,-5,19,18,-17
CCN1C(=O)C(=O)N(CC(=O)N2CCN(c3ccccc3)CC2)C1=O,-2,12,-12,2,-1.6,9,-4,-6,7,14,-3
O=C(CN1C(=O)C2C3C=CC(C3)C2C1=O)NCc1ccccc1 (configuration not stated),-1,8,6,13,-1.3,10,-1,18,-24,-20,-3
CCC1CCCCN1CCCNC(=O)Cn1ncn2nc(-c3ccc(OC)cc3)cc2c1=O (configuration not stated),3,17,-6,-16,1.3,-45,-44,-24,-34,-29,2
CCCNC(=O)c1cccc(C(F)(F)F)c1,-8,0,-3,13,-2.0,8,/,-1,/,1,6
CC1CN(C(=O)c2ccc3c(c2)OCO3)CC(C)O1 (configuration not stated),1,-1,3,2,0.1,-8,8,-9,-28,-12,-8
COc1ccc(N(CC(=O)N/N=C/c2ccccc2F)S(=O)(=O)c2ccccc2)cc1,0,8,2,21,0.3,-25,-17,0,-1,-13,-7
Fc1cccc(Cn2cc(C(=S)N3CCOCC3)c3ccccc32)c1,4,-1,-4,6,-1.6,5,-14,-4,20,12,3
Cc1cnn(-c2nc(-c3cccs3)cc(C(F)(F)F)n2)c1,-5,12,7,-31,2.7,-1,17,-3,1,4,10
COc1ccc(-n2c(SCC(=O)N3CCC(C(=O)O)CC3)nc3ccccc3c2=O)cc1OC,-5,11,-33,15,1.0,3,-23,-3,-11,-5,-2
COc1ccc(C(=O)Nc2ccc(N3CCOCC3)cc2)cc1S(=O)(=O)N1CCOCC1,-17,7,0,0,2.0,-7,-2,-3,-6,-10,2
COCCNC(=O)CSCc1cc(C)cc(C)c1,2,25,3,15,0.2,-2,-6,5,-13,32,-7
CCS(=O)(=O)N1Cc2cc(C(=O)NCCOC)nc(-c3cccc(-c4ccncc4)c3)c2[C@@H]1CCO,0,/,/,/,/,/,9,/,-32,26,-12
COc1ccc(-c2cc(C(=O)N3CCCC3)c3ccccc3n2)cc1OC,14,-3,-1,-1,-2.5,9,0,5,8,-2,3
O=C(CCNS(=O)(=O)c1ccccc1)NCCSc1ccc(Br)cc1,0,6,4,-6,-0.7,-2,1,3,-5,10,-4
COC(=O)c1ccc(C2c3c(oc4ccccc4c3=O)C(=O)N2CCCN2CCOCC2)cc1 (configuration not stated),13,17,-6,-21,-2.5,14,3,-4,-7,-12,-14
CCn1c2ccccc2c2cc(NC(=O)c3cccc([N+](=O)[O-])c3C)ccc21,4,13,-4,12,1.9,8,7,4,-16,-11,-3
O=C(CS(=O)(=O)c1ccc(C(F)(F)F)cn1)NNC(=O)c1ccccc1,-2,-3,-12,5,1.4,13,-7,-6,16,9,-7
CC(=O)c1nn(-c2ccccc2)c(=Nc2ccccc2)cc1C,9,/,/,8,/,-25,13,/,9,13,-10
Cc1[nH]c2ccc(F)cc2c1CCN(Cc1cccnc1)C(=S)Nc1cccc(F)c1,5,26,5,7,-2.3,-10,5,-1,0,4,-10
COCCNCC(O)CON=C1c2ccccc2-c2ccccc21 (configuration not stated),8,4,-3,15,-1.2,18,-20,7,12,-5,-3
# Next part.
SMILES,ABHD5 PLIN5 PPI,MC4R antag cAMP,LMP1 NFkB inh,NCOA3 inh,MC4R ag barr,NCOA1 inh,NR2F2 inh,TLR9-MyD88 block,NCOA2 inhibitor,NR5A2 inv ag,NOD2 RIPK2 PPI
CCCCN(CC)CCNC(=O)c1cc2c(-c3ccc(Cl)cc3)nn(C)c2s1,21,5,-32,-3,7.2,-11,-19,9,-10,-14,-3
COc1ccc(/C=C2\SC(=S)N(CCCC(=O)N3CCN(C)CC3)C2=O)cc1,20,-10,13,12,1.4,20,24,3,36,16,-5
CCCCNC(=O)c1cc(C)no1,5,-2,-7,9,-1.1,-6,13,-1,-5,0,-8
CC1CC(C)CN(S(=O)(=O)c2ccc(NC(=S)NC(=O)c3ccccc3)cc2)C1 (configuration not stated),-2,7,-4,4,3.8,-3,15,6,-15,-6,-12
CCOC(=O)N1CCN(C(=O)C(=O)Nc2ccc3nc4n(c(=O)c3c2)CCCCC4)CC1,-2,2,-11,12,1.1,-23,1,-4,-11,0,1
Cc1ccc(OCC(=O)Nc2ccc(S(=O)(=O)N3CCCC3)cc2)cc1,2,10,-7,3,-0.2,4,-3,-5,-1,6,-2
O=C(/C=C/c1ccc([N+](=O)[O-])cc1)N(c1ccccn1)C1CCCCC1,-8,0,-2,10,-3.6,-2,-8,5,-48,-1,-7
Cc1ncc(N=Nc2ccccc2Cl)c(-c2ccccc2)n1,5,16,-20,-4,-0.2,-1,-7,7,-19,5,5
CC(C)CNc1ncnc2c1sc1nc(N3CCOCC3)c3c(c12)CC(C)(C)OC3,-3,9,7,6,-2.4,6,6,-1,14,-5,-2
CC1(C)Cc2c(ccc3ccccc23)C(=O)N1,-4,-5,16,43,-1.3,30,30,-6,38,30,1
Cc1ccn(C(=O)c2ccc(NC(=O)C3CCCCC3)cc2)n1,16,-10,-4,-22,0.4,-1,-8,-6,-38,-26,-1
Cc1c(Cl)cccc1NC(=O)CSCC(N)=O,-2,24,0,-19,-0.5,-17,2,-5,-15,0,-2
CCOC(=O)c1sc(NC(=O)C2CC2)cc1C,11,5,-3,-24,-0.6,-21,-28,8,-21,-22,-12

# Some of the compounds tested, so the mix of outcomes need not match the whole.
